Compound activity: PubChem, several laboratories
CHRM4 PAM = positive allosteric modulators of human muscarinic M4 receptor; P08173; CHO-K1 hM4/Gqi5, Fluo-8 calcium fluorescence, ACh EC20; 0% = ACh EC20, 100% = maximal ACh; activation, % at 3 µM; hit rate 0.4% among 360,000;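 active = activation above its plate's cutoff, the mean activation of sample wells plus 3 SD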; note: some results filed as inactive read as strong as hits
Target sequence (P08173 whole entry, looked up): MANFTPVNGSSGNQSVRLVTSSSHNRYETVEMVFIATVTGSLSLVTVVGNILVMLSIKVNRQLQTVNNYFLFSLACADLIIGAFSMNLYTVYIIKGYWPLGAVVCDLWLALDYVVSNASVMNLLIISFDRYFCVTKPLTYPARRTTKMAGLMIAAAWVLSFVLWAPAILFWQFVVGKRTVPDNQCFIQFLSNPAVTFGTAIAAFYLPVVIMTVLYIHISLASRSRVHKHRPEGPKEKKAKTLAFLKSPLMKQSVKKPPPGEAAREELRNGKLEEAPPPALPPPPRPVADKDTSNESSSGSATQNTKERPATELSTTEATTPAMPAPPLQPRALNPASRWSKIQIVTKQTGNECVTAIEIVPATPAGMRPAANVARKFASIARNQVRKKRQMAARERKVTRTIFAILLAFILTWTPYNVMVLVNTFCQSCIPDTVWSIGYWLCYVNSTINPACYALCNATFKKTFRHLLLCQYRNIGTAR
TAAR1 agonist = human TAAR1 agonism. activation, % at 3 µM. hit rate 0.99% among 360,000. AID 624467. CHO RD-HGA16 TAAR1, Fluo-8 calcium fluorescence; vehicle wells 0%, saturating PEA agonist 100%. Q96RJ0;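 active = activation above the mean activation of all test compounds in the run plus 3 SD, cut at about 38% in these data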
Target sequence (Q96RJ0 whole entry, looked up): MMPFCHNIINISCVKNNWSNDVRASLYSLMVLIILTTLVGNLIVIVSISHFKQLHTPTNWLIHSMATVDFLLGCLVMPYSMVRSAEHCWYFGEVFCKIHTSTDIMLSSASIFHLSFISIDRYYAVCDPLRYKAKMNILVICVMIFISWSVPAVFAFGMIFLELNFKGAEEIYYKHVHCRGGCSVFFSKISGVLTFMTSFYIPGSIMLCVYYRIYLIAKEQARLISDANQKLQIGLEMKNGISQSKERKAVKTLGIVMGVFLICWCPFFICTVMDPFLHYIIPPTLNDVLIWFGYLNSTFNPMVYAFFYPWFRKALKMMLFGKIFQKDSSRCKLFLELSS
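Test system: RD-HGA16 (CHO) cells co-expressing Gα16 and hTAAR1 | Doses: Single dose, 3 µM | Schedule: 17-24 h seeding, 75 min 37 °C dye, 30 min RT | Evaluation: % activation from peak over basal fluorescence ratio, DMSO-to-PEA scaled | Technique: Kinetic Fluo-8 calcium fluorescence | Benchmarks: Low control DMSO, high control PEA (EC100)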
TAAR1 antag = human TAAR1 antagonism; Q96RJ0; CHO RD-HGA16 TAAR1, Fluo-8 calcium fluorescence, antagonist; inhibition, % at 3 µM; hit rate 1.5% among 360,000;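 active = inhibition above a per-plate cutoff, the mean inhibition of test compounds on that plate plus 3 SD, cut at about 49% in these data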;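 note: 0% = DMSO plus EC80 beta-PEA response and 100% = DMSO alone without agonist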
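Test system: RD-HGA16 CHO cells with stable hTAAR1 and Gα16 / Probe or stimulus: EC80 β-phenethylamine stimulus / Times: seeding 17-24 h prior, 75-min 37 °C, 30-min RT dye loading / Detection: Fluo-8 calcium-sensitive fluorescence / Read-out basis: % inhibition scaled between DMSO and EC80 PEA controls / Repeats: singlicate, one well per test compound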
CHRM5 agonist = CHRM5 agonism in calcium assay; activation, % at 3 µM; CHO-K1 hM5 cells, Fluo-8 calcium fluorescence; 0% DMSO wells, 100% maximal acetylcholine response; hit rate 0.19% among 360,000; P08912;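 active = activation above the run's mean over test compounds plus 3 SD, cut at about 23% in these data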;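 note: signal is peak over basal fluorescence ratio across the kinetic read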
CHRM5 antagonist = CHRM5 antagonism in calcium assay; CHO-hM5 cells, Fluo-8 calcium fluorescence, ACh EC80; inhibition, % at 3 µM; hit rate 0.59% among 360,000; AID 624040;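 active = inhibition above a per-plate cutoff, the mean of that plate's test compounds plus 3 SD, cut at about 27% in these data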;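 note: 0% = acetylcholine EC80 with DMSO and 100% = DMSO without agonist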
M5 PAM = CHRM5 positive allosteric modulation. AID 624038. activation, % at 3 µM. CHO-K1 hM5, Fluo-8 calcium, ACh EC20 PAM; 0% = ACh EC20, 100% = ACh EC100. hit rate 0.3% among 360,000;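 active = activation above the run cutoff, the mean activation of all test compounds plus 3 SD, cut at about 18% in these data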
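Measured by: Fluo-8 calcium fluorescence; material: human M5 receptor in CHO-K1 cells; schedule: Post-acetylcholine fluorescence recording 140 s; benchmarks: low control EC20 acetylcholine (0%), high control EC100 acetylcholine (100%); read-out: Max/basal fluorescence ratio as % of EC20–EC100 ACh window; compound: single dose, 3 µM nominal final test concentration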
CRFR2-BP ag = agonists of human CRF-binding protein/CRF-R2 receptor complex | HEK293 CRF-R2/CRF-BP, calcium dye fluorescence (FLIPR); percent of saturating CRF peptide response | activation, % at 13.2 µM | hit rate 0.46% among 350,000 | AID 588473;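 active = activation of at least 50%, plus an integration ratio under a set limit after plate pattern correction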;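 note: plate controls were neutral control wells without compound for no effect and CRF at EC100 for full effect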
CRFBP-R2 block = blocks CRF-induced signaling of the CRF-BP/CRF-R2 complex; hit rate 0.59% among 350,000; inhibition, % at 11.8 µM; AID 588475; HEK293 CRF-R2/CRF-BP, CRF-induced calcium fluorescence;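 active = inhibition of the ligand-induced calcium signal above about 50% at the single tested concentration, limit read from the data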
M1 PAM parental = M1 PAM counterscreen hit in parental CHO-K1 cells; activation, % at 3 µM; hit rate 0.02% among 360,000; ATP EC20, Fluo-8 calcium fluorescence; 0% at ATP EC20, 100% at ATP max;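 active = activation above the run cutoff, the mean activation of all test compounds plus 3 SD, cut at about 40% in these data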;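 note: peak over basal fluorescence ratio in a 140 s read after ATP addition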
* hit, by the source's call; . = not tested or not shown.

(1) Cc1cccc(C(=O)NCC(=O)N(C)Cc2nc3ccccc3c(=O)[nH]2)c1
(2) S=C(c1ccc(-c2ccc(Cl)cc2)o1)N1CCCCC1
(3) COc1cccc(-c2csc(NC(=O)Oc3ccccc3)n2)c1
(4) Cc1ccc2c(c1)c1c(n2CC(O)CN2CCCCCC2)CCCC1 (stereo unspecified)
(5) C#CC(C)(C)NC(=O)c1cnc(-c2ccccc2)nc1-c1ccccc1
(6) NS(=O)(=O)c1ccc(NC(=O)COC(=O)c2ccc3c(c2)OCCO3)cc1
(7) Cc1ccc(NC(=S)N2CCCC2)cc1Cl
(8) O=C(O)CN1C(=O)C2(OCCCO2)c2ccccc21

compound no.,1,2,3,4,5,6,7,8
CHRM4 PAM,2,-6,8,-4,-2,-2,-3,-5
TAAR1 agonist,5,4,3,4,2,4,2,3
TAAR1 antag,7,-6,6,-4,-10,4,-31,-10
CHRM5 agonist,2,-2,3,1,-2,3,-1,-1
CHRM5 antagonist,8,1,-7,3,19,12,5,4
M5 PAM,-5,-7,2,-2,-12,-8,0,0
CRFR2-BP ag,-1.7,2.2,-1.3,3.1,0.6,-8.4,0.5,-0.5
CRFBP-R2 block,-1,-33,6,-19,14,3,2,-10
M1 PAM parental,19,4,-11,6,-6,0,11,19

(9) Cc1ccc(SCc2nnc(NC(=O)c3ccccc3)s2)cc1
(10) Cc1ccc(C2=NCCNC2=O)c(C)c1
(11) O=C(CSc1n[nH]c(=O)[nH]c1=O)Nc1ccccc1C(=O)c1ccccc1
(12) O=[N+]([O-])c1ccc(COc2ccccc2CN2CCCCC2)cc1
(13) Cc1[nH]c2ccccc2c1/C=N/NC(=O)c1ccc(N)cc1
(14) Cn1ncc2c(Nc3cc(Cl)cc(Cl)c3)ncnc21
(15) CCCCN([C@H](CO)C(C)C)S(=O)(=O)c1ccccc1Br
(16) O=C1[C@H]2[C@H](C=CC[C@H]2C(=O)N2CCOCC2)CCN1Cc1ccc(Cl)c(Cl)c1

compound no.,9,10,11,12,13,14,15,16
CHRM4 PAM,5,-5,8,-5,-2,5,9,.
TAAR1 agonist,2,12,0,3,1,1,-1,4
TAAR1 antag,4,-7,-11,-14,6,-14,-15,-3
CHRM5 agonist,2,3,1,-4,-3,-2,-3,.
CHRM5 antagonist,5,4,-2,9,3,1,4,.
M5 PAM,-2,0,6,-6,-1,-8,-1,.
CRFR2-BP ag,0.3,-2.3,2.0,-0.5,5.2,-0.4,-6.8,-1.9
CRFBP-R2 block,1,1,-4,8,8,-3,6,-1
M1 PAM parental,-7,3,10,23,-6,-10,18,.

(17) O=S(=O)(Nc1cccc(-c2ccc(N3CCCCCC3)nn2)c1)c1ccc(C(F)(F)F)cc1
(18) CCOC(=O)c1ccc2c(c1)NCc1cccc(OC)c1O2
(19) CC(C)(C)OC(=O)N1CC(O)CC1C(=O)OCC(=O)c1ccccc1 (stereo unspecified)
(20) Cc1ccc(NC(=O)COC(=O)c2cccc(OC(F)F)c2)cc1S(=O)(=O)N1CCCCC1
(21) COc1ccc(CNC(=O)c2ccc(N3CCC4(CC3)CC(c3ccc(Cl)cc3)=NO4)c([N+](=O)[O-])c2)cc1
(22) O=C(NCC1CCCO1)c1sc(=S)n2c1[nH]c(=O)c1ccc(C(=O)N3CCCCC3)cc12 (stereo unspecified)
(23) CN1CCN(C(=O)c2cc3ccccc3cc2O)CC1
(24) Cc1ccc(N(C(=O)CNC(=O)c2ccco2)C(C(=O)NC2CCCC2)c2cccnc2)c(C)c1 (stereo unspecified)

compound no.,17,18,19,20,21,22,23,24
CHRM4 PAM,-1,8,-2,-8,4,5,-5,-4
TAAR1 agonist,0,-2,4,3,4,10,6,0
TAAR1 antag,4,11,6,32,3,1,-4,-2
CHRM5 agonist,-5,-2,5,0,0,-6,2,-2
CHRM5 antagonist,13,7,1,22,21,7,8,12
M5 PAM,-7,-2,2,-25,-12,18,-11,-2
CRFR2-BP ag,2.7,-0.7,-3.3,2.4,-2.9,-0.7,0.8,0.3
CRFBP-R2 block,2,2,24,-14,8,35,-5,-15
M1 PAM parental,4,3,-5,-9,5,18,-3,4

(25) Nc1nc(Sc2c([N+](=O)[O-])cc(C(F)(F)F)cc2[N+](=O)[O-])n[nH]1
(26) O=C1Nc2ccccc2C1=NN1CCCCCC1
(27) O=C(Nc1cccnc1)c1cc(-c2cccc(Cl)c2)on1
(28) CCCc1[nH]nc2c1C1(C(=O)N(C(C)C)c3ccccc31)C(C#N)=C(N)O2 (stereo unspecified)
(29) CCN(CCCNC(=O)CN1C(=O)COc2ccccc21)c1cccc(C)c1
(30) CC(=O)NC1=NN(C(C)=O)C(c2ccc(C(C)C)cc2)S1 (stereo unspecified)
(31) O=C(CN1CCN(c2ccccn2)CC1)Nc1cccc(Cl)c1Cl
(32) COc1cc(OC)c(OC)cc1CNC(=O)c1ccc(S(=O)(=O)N2CC(C)OC(C)C2)cc1 (stereo unspecified)

compound no.,25,26,27,28,29,30,31,32
CHRM4 PAM,-4,-3,0,9,4,-7,-2,1
TAAR1 agonist,1,1,4,5,5,2,4,1
TAAR1 antag,-23,-11,1,-15,-10,2,44,4
CHRM5 agonist,-3,-5,-3,1,1,0,-3,2
CHRM5 antagonist,12,13,22,-4,-8,0,3,11
M5 PAM,-6,2,-6,6,-1,-6,-4,-2
CRFR2-BP ag,-1.1,-0.5,-0.7,2.1,0.1,0.2,0.4,-1.1
CRFBP-R2 block,9,-16,16,-21,8,-8,6,2
M1 PAM parental,12,4,4,23,4,15,-25,7

(33) CN1/C(=C\C(=O)COC(=O)c2nccnc2N)C(C)(C)c2ccccc21
(34) COc1ccc(NC(=S)NCCc2ccc(F)cc2)c(OC)c1
(35) Cc1ccccc1-c1ncc(CN2CCN(C3CCCC3)C(CCO)C2)cn1 (stereo unspecified)
(36) CC1CCCC(C)N1S(=O)(=O)c1ccc(S(=O)(=O)NCc2ccccc2)cc1 (stereo unspecified)
(37) CCc1nnc(NC(=O)c2ccc(S(=O)(=O)N3CCCCC3C)cc2)s1 (stereo unspecified)
(38) N#CCNC1CC(=O)N(c2ccccc2)C1=O (stereo unspecified)
(39) O=C(CCC(=O)NCCCc1ccccc1)NCCCc1ccccc1
(40) CCOC(=O)C1=C(C)N=c2s/c(=C\c3cccc(OCC(=O)O)c3)c(=O)n2C1c1ccccc1 (stereo unspecified)

compound no.,33,34,35,36,37,38,39,40
CHRM4 PAM,4,-1,-20,-4,-5,-1,1,-2
TAAR1 agonist,7,6,0,3,16,2,8,0
TAAR1 antag,17,-8,-1,4,-8,-28,-21,18
CHRM5 agonist,2,-4,0,2,1,-2,-2,2
CHRM5 antagonist,8,9,1,1,7,-6,15,0
M5 PAM,-9,-4,-5,-1,-5,-1,-4,-3
CRFR2-BP ag,0.2,2.2,-0.5,0.3,-2.5,-0.2,-0.8,-0.6
CRFBP-R2 block,-3,0,3,9,-16,12,42,13
M1 PAM parental,3,6,11,-16,8,-19,-15,15

(41) COc1ccc(S(=O)(=O)NC(C)C(=O)Nc2ccc3c(c2)OCCO3)cc1OC (stereo unspecified)
(42) O=C(CSc1ccccc1)NC1CC1
(43) COC(=O)c1nnc(-c2ccccc2)nc1OC
(44) Cc1cccc(C(CC(=O)N2CCCCC2)c2ccccc2)c1O (stereo unspecified)
(45) CSc1nc(-c2ccccc2)cc(C)c1C#N
(46) CNC(=O)COC(=O)c1ccccc1Oc1ccccc1
(47) OCC1OC(n2cnc3c(=S)nc[nH]c32)CC1O (stereo unspecified)
(48) O=C(NNc1ncccc1Cl)c1c(Cl)cccc1Cl

compound no.,41,42,43,44,45,46,47,48
CHRM4 PAM,1,-3,10,-3,-4,1,4,-1
TAAR1 agonist,5,1,2,-1,1,3,3,0
TAAR1 antag,-32,-7,0,-9,-42,-3,-15,6
CHRM5 agonist,-2,2,-1,-7,-5,-1,4,1
CHRM5 antagonist,9,-4,5,14,3,-4,9,-1
M5 PAM,-1,-4,1,-5,2,4,1,8
CRFR2-BP ag,-0.5,-0.9,0.7,0.5,-0.9,-1.8,-0.5,0.0
CRFBP-R2 block,5,19,-7,-5,0,5,7,-3
M1 PAM parental,1,-1,18,14,9,-7,10,-18

(49) CC(C)NCC(O)COc1ccc(CCOCC2CC2)cc1 (stereo unspecified)
(50) Cc1ccnc(NC(=O)C2CCN(S(=O)(=O)c3ccc4c(c3)CC(C)N4C(=O)C3CCC3)CC2)c1 (stereo unspecified)
(51) CCOc1cc(C(=O)OCc2ccc(OC)cc2)ccc1OCC(=O)N1CCOCC1
(52) CCn1nnnc1SCC(=O)N1CCN(Cc2ccc3c(c2)OCCO3)CC1
(53) CCOC(=O)C1=C(C)N(c2ccccc2)C(=O)NC1c1cccc([N+](=O)[O-])c1 (stereo unspecified)
(54) Cc1cc(C(=O)OC(C)C(=O)NC2CCCCC2C)c(C)o1 (stereo unspecified)

compound no.,49,50,51,52,53,54
CHRM4 PAM,4,-7,6,-6,-39,12
TAAR1 agonist,2,2,7,4,1,4
TAAR1 antag,-16,12,23,5,13,-22
CHRM5 agonist,1,-1,-2,4,-5,2
CHRM5 antagonist,-11,7,8,6,39*,0
M5 PAM,4,-9,7,-6,-18,0
CRFR2-BP ag,1.0,3.2,0.2,0.8,-4.8,0.6
CRFBP-R2 block,-16,0,6,-2,-32,-3
M1 PAM parental,-2,3,1,2,6,-12

Molecules listed so far containing an aryl methoxy group, in the order listed:
(3) COc1cccc(-c2csc(NC(=O)Oc3ccccc3)n2)c1
(18) CCOC(=O)c1ccc2c(c1)NCc1cccc(OC)c1O2
(21) COc1ccc(CNC(=O)c2ccc(N3CCC4(CC3)CC(c3ccc(Cl)cc3)=NO4)c([N+](=O)[O-])c2)cc1
(32) COc1cc(OC)c(OC)cc1CNC(=O)c1ccc(S(=O)(=O)N2CC(C)OC(C)C2)cc1 (stereo unspecified)
(34) COc1ccc(NC(=S)NCCc2ccc(F)cc2)c(OC)c1
(41) COc1ccc(S(=O)(=O)NC(C)C(=O)Nc2ccc3c(c2)OCCO3)cc1OC (stereo unspecified)
(43) COC(=O)c1nnc(-c2ccccc2)nc1OC
(51) CCOc1cc(C(=O)OCc2ccc(OC)cc2)ccc1OCC(=O)N1CCOCC1

compound no.,3,18,21,32,34,41,43,51
CHRM4 PAM,8,8,4,1,-1,1,10,6
TAAR1 agonist,3,-2,4,1,6,5,2,7
TAAR1 antag,6,11,3,4,-8,-32,0,23
CHRM5 agonist,3,-2,0,2,-4,-2,-1,-2
CHRM5 antagonist,-7,7,21,11,9,9,5,8
M5 PAM,2,-2,-12,-2,-4,-1,1,7
CRFR2-BP ag,-1.3,-0.7,-2.9,-1.1,2.2,-0.5,0.7,0.2
CRFBP-R2 block,6,2,8,2,0,5,-7,6
M1 PAM parental,-11,3,5,7,6,1,18,1
